Screens as filed in PubChem BioAssay.
NOD1 NF-kB reporter: NOD1 signaling inhibitors, primary screen, cell-based, luminescence, uHTS (AID 1578) | NOD1-driven NF-kB luciferase reporter cells, luminescence; higher % means a stronger effect | inhibition, % at 4 µM, or EC50 in µM where a hit was titrated | hit rate 1% among 290,000; in the data active = inhibition mostly above about 36%, no sharp cut-off; inactive = mostly below about 34%;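 note: HEK-293T reporter cells stimulated with the NOD1 agonist gamma-tri-DAP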
GPR55 beta-arrestin: selective activators of receptor GPR55 – imaging, U2OS cells, beta-arrestin-GFP redistribution, primary screen (AID 1961). activation, % at 10 µM; hits with a dose series show EC50 in µM. U2OS GPR55 beta-arrestin-GFP redistribution imaging; higher % means a stronger effect. hit rate 0.048% among 290,000;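 active = activation above 40% with more than 50 cells counted in the well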;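 note: U2OS osteosarcoma cells stably expressing GPR55 and beta-arrestin-GFP; plate controls were DMSO negative control for no effect and LPI positive control for full effect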
AID2073: disruptors of CaV2.2 binding to Mint1 – biochemical, HTRF (AID 2073). HTRF protein-protein interaction, Mint1-CaV2.2; higher % means a stronger effect. inhibition, % at 20 µM, or IC50 in µM where a hit was titrated. hit rate 0.19% among 290,000; in the data active = inhibition mostly above about 51%, no sharp cut-off; note: some results filed as inactive read as strong as hits
KOR beta-arrestin-1: kappa opioid receptor blockers – cell-based, luminescence, uHTS (AID 1778) | KOR beta-arrestin recruitment, luminescence, antagonist mode; higher % means a stronger effect | hit rate 0.091% among 290,000 | inhibition, % at 10 µM, or IC50 in µM where a hit was titrated; in the data active = inhibition above about 50%; note: strong numbers were not always called active
HIV fusion peptide: inhibitors of HIV fusion peptide binding, primary screen, biochemical, uHTS, fluorescence dequenching (AID 1986) | one-dose inhibition, % at 20 µM; IC50 in µM for titrated hits | hit rate 0.3% among 290,000 | cell-free peptide binding, fluorescence dequenching, 30 min; higher % means a stronger effect; in the data active = inhibition mostly above about 52%, no sharp cut-off; inactive = mostly below about 76%; note: some results filed as inactive read as strong as hits
GPR35 arrestin U2OS: GPR35 antagonists blocking zaprinast-driven arrestin recruitment, primary screen, imaging, U2OS, beta-arrestin-GFP, zaprinast agonist (AID 2058). U2OS GPR35 beta-arrestin-GFP translocation imaging, zaprinast antagonism; higher % means a stronger effect. hit rate 0.052% among 290,000. inhibition, % at 10 µM; hits with a dose series show IC50 in µM;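 active = inhibition of at least 50% with at least 30 cells and total cytoplasm GFP at most 10,000,000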
SIAH1 antagonists: Siah-1 peptide-binding antagonists, primary screen, biochemical, fluorescence polarization, rhodamine-plectin, uHTS (AID 1817); hit rate 0.02% among 290,000; Siah-1 / rhodamine-plectin peptide fluorescence polarization; higher % means a stronger effect; one-dose displacement, % at 20 µM; IC50 in µM for titrated hits;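 active = displacement of at least 50% at 20 µM, with a fluorescence ratio check between 0.3 and a set limit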;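 note: plate controls were Siah plus tracer with DMSO for no effect and tracer alone without Siah for full effect; strong numbers were not always called active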
GPR55 LPI antagonism: GPR55 antagonists blocking LPI-driven arrestin recruitment, primary screen, imaging, U2OS, beta-arrestin-GFP, LPI agonist (AID 2013) | U2OS GPR55 beta-arrestin-GFP translocation imaging, LPI antagonism; higher % means a stronger effect | inhibition, % at 10 µM; hits with a dose series show IC50 in µM | hit rate 0.13% among 290,000;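 active = spots per cell inhibited over 60%, with over 100 cells counted and total cytoplasm intensity under 500,000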;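 note: U2OS cells stably carrying GPR55 and arrestin-GFP stimulated by 5 µM LPI near EC80; imaged beta-arrestin-GFP aggregate spots per cell after agonist stimulation; plate controls were LPI-stimulated DMSO wells for no effect and DMSO wells without LPI for full effect; some results filed as inactive read as strong as hits; confirmed hits need IC50 under 10 µM and bright autofluorescent wells are also inconclusive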
KOR beta-arrestin-2: KOR agonists, beta-arrestin recruitment, primary screen, cell-based, luminescence, uHTS (AID 1777); KOR beta-arrestin recruitment, luminescence; higher % means a stronger effect; activation, % at 10 µM; hits with a dose series show EC50 in µM; hit rate 0.02% among 280,000; in the data active = activation above about 50%, passing the limit was not always enough; note: a part of the inactive calls stands beside numbers as strong as those of hits
Numbers without * were called inactive; . = no result given; [ ] = another dose, or the depositor's remark.

SMILES	NOD1 NF-kB reporter	GPR55 beta-arrestin	AID2073	KOR beta-arrestin-1	HIV fusion peptide	GPR35 arrestin U2OS	SIAH1 antagonists	GPR55 LPI antagonism	KOR beta-arrestin-2
CCOC(=O)[C@H]1O[C@@H]1C(=O)N[C@@H](CC(C)C)C(=O)NCCC(C)C	-3.2%	0.9%	-7.8%	-14.7%	-0.9%	-15.3%	0.5%	3.6%	1.4%
O=C(Cn1cnc([N+](=O)[O-])c1)Nc1ccccc1C(F)(F)F	-7.9%	-0.1%	6.1%	-24.5%[20 µM]	-1.2%	-1.3%	-6.2%	-16.3%	1.6%
CCn1cc(S(=O)(=O)CC(=O)Nc2ccc3c(c2)OCO3)c2ccccc21	1.1%	-0.1%	-1.5%	4.1%	-3.6%	7.2%	-5.0%	-2.3%	1.4%
CCOC(=O)Cn1c2ccccc2c2nc(C)sc21	-20.3%	-1.2%	-8.3%	-13.7%	-0.6%	-13.2%	-4.5%	5.6%	4.1%
CCOc1ccc(NC(=O)CCNS(=O)(=O)c2cccc3nsnc23)cc1	-31.1%	-0.2%	3.1%	12.4%	-1.0%	-7.5%	-0.4%	0.0%	-1.5%
COc1ccccc1C1CCN(Cc2cccc([N+](=O)[O-])c2)CC1	-9.0%	-0.1%	8.5%	6.3%	0.2%	0.2%	0.7%	-11.8%	-2.2%
O=C(CCCN1C(=O)/C(=C\c2ccco2)SC1=S)Nc1cccc2ccccc12	8.0%	-0.2%	42.9%	-43.8%	55.4%	10.2%	-1.3%	1.3%	-0.2%
Cc1cc(C(F)(F)F)nc(SCC(=O)Nc2ccccc2)n1	-10.7%	-0.2%	1.9%	-22.9%	-0.5%	-15.4%	-3.0%	6.4%	-0.5%
Cc1noc(C)c1CSCC(=O)Nc1nnc(CC(C)C)s1	-59.4%	-0.1%	-1.9%	1.0%	0.3%	4.4%	0.1%	4.5%	-0.5%
Cc1cnc(CNC(=O)CC2C(=O)NCCN2Cc2cccc(F)c2F)cn1 (configuration not stated)	7.7%	-0.1%	-0.9%	12.1%	10.3%	-12.4%	-1.7%	-9.0%	4.0%
CN(Cc1nc(Cc2cccc(F)c2)no1)CC1COCCO1 (configuration not stated)	-49.6%	0.2%	7.9%	-0.6%[20 µM]	-1.1%	13.1%	4.5%	11.1%	.
O=C(OCc1ccccc1)C1=[N+]([O-])OC(C(=O)OCc2ccccc2)C1c1c[nH]c2ccccc12 (configuration not stated)	37.4%	-0.2%	-2.4%	-36.2%	-2.0%	9.4%	-1.4%	-7.4%	3.9%
Cc1oc(CC(C)C)cc1C(=O)Nc1ccc(C(=O)O)cc1	-21.5%	0.2%	5.7%	2.9%	8.3%	14.7%	-2.3%	14.2%	6.7%
CCOC(=O)C1=C(CC)Nc2ccccc2N=C1NC(=O)c1cc(S(=O)(=O)N(C)C)ccc1Cl	-9.3%	-0.1%	-7.9%	4.1%	-2.0%	-18.0%	-2.0%	-1.3%	1.4%
Cc1cccc(C)c1NC(=O)c1cccnc1	-5.1%	-0.2%	-2.8%	8.6%[20 µM]	-1.2%	1.0%	3.9%	-1.1%	-7.3%
O=C(NNC(=O)c1ccc(NC(=O)C2CC2)cc1)c1ccc(F)cc1	-35.2%	-0.1%	-5.3%	-3.4%	-0.1%	4.8%	6.1%	8.8%	4.8%
COc1ccc(OC)c(C(=O)Cn2cnc3ccccc3c2=O)c1	-41.7%	.	0.0%	-13.5%	-0.5%	-11.0%	-1.4%	-1.3%	0.2%
CN(C)S(=O)(=O)c1ccc(Cl)c(NC(=O)COC(=O)CC(NC(N)=O)c2ccc(Cl)cc2)c1 (configuration not stated)	-2.1%	-0.1%	9.7%	15.2%	-1.4%	-2.8%	13.7%	-3.4%	-2.4%
Cc1cc(NC(=O)CSc2ccccn2)no1	-38.6%	0.0%	-6.7%	-19.5%	-0.5%	-7.5%	11.9%	-2.8%	-0.5%
O=c1c2ccccc2nnn1CSc1nnc(-c2ccc3c(c2)OCO3)o1	-49.8%	-0.1%	-8.3%	2.0%	-1.7%	-10.6%	1.4%	16.1%	0.2%
Cc1cccc(NC(=O)NCC(c2ccc(F)cc2)N2CCN(C)CC2)c1 (configuration not stated)	-8.8%	-0.3%	-1.1%	-27.1%	1.2%	-4.8%	-0.8%	18.5%	-2.6%
COc1ccc(CC(=O)Nc2ccc(C(=O)O)cc2NC(=O)Cc2ccc(OC)cc2)cc1	-11.2%	0.5%	7.1%	8.6%[20 µM]	2.2%	-1.2%	3.0%	3.0%	-9.3%
COCC(C)n1c(SCc2cc(C(=O)OC)c(C)o2)nc2ccccc2c1=O (configuration not stated)	-5.7%	0.3%	0.5%	-1.0%	1.0%	1.9%	12.2%	11.5%	4.8%
CCCc1cc2nnc(SCC(=O)N(C)C3CCCCC3)n2c(N)n1	-2.0%	0.2%	-11.9%	-31.1%	1.1%	-9.8%	-1.7%	-13.0%	2.0%
CC1CC(c2ccccc2)n2nc(NC(=O)CCc3ccccc3)nc2N1 (configuration not stated)	0.2%	-0.1%	-4.2%	26.2%	-3.4%	13.0%	10.7%	6.3%	0.6%
COc1ccc(CN2CCN(C(=O)CC(C)C)CC2)cc1Br	14.9%	-0.3%	8.0%	-23.9%[20 µM]	4.3%	4.1%	-0.2%	-2.2%	4.8%
COc1ccc(-c2ccc(S(=O)(=O)N3CCCC3)cc2)cc1	-1.4%	0.1%	6.5%	-0.1%	0.2%	-6.7%	-1.6%	-7.4%	2.4%
COc1ccc(S(=O)(=O)NCC2CCCN(Cc3ccccc3Cl)C2)cc1 (configuration not stated)	-14.9%	0.1%	1.1%	-43.4%	-1.6%	4.7%	1.9%	8.5%	5.6%
CCCCCCNC(=O)N[C@H](C(=O)NCCC[C@H]1CN2C(=NC[C@H]2C)N1CCC(c1ccccc1)c1ccccc1)C(C)O (some centres not stated)	2.0%	0.3%	-42.8%	6.1%	-0.2%	-3.7%	-2.4%	13.3%	1.4%
Cn1c(=O)oc2cc(S(=O)(=O)NCCc3ccccc3)ccc21	-41.9%	0.2%	-1.5%	-10.0%	1.5%	0.4%	-1.6%	13.4%	6.6%
Cc1ccc(-n2c(C)nc3c(cnn3-c3ccc(F)cc3)c2=O)cc1C	-17.0%	-0.1%	2.1%	-19.5%	1.3%	-4.2%	3.4%	7.3%	5.7%
Cc1ccccc1S(=O)(=O)Cc1ccc(C(=O)N2CCN(C3CCCCC3)CC2)o1	-15.9%	-0.1%	9.6%	33.8%	-0.2%	5.5%	-4.6%	-2.9%	1.9%
COc1cc(OC)cc(C(=O)Nc2cccc3cccnc23)c1	-15.2%	0.2%	6.9%	-78.0%[20 µM]	0.0%	1.3%	-4.3%	1.2%	2.6%
COC1CCCN(C(=O)c2cccc(OC3CCN(S(C)(=O)=O)CC3)c2)C1 (configuration not stated)	-20.0%	0.2%	1.7%	-3.5%	0.0%	6.8%	-2.7%	17.2%	-3.3%
COc1ccc(CN(CC(=O)NC2CCCC2)C(=O)CCC(=O)Nc2nc(C)cs2)cc1	-23.7%	-0.2%	-3.0%	-5.5%	-1.1%	2.8%	-2.3%	8.8%	-4.4%
Cc1cccc(C(=O)NCC(=O)OCC(=O)N2CCCCC2)c1	-32.3%	-0.4%	11.2%	8.9%	2.1%	5.9%	1.1%	9.1%	-4.1%
CC1(C)C2CCC(C2)C1C/C=N/NC(N)=S (configuration not stated)	-12.6%	-0.2%	9.9%	-2.7%	0.5%	8.7%	-2.3%	4.6%	3.7%
COc1ccc(-n2c(C)cc(-c3csc(NC(=O)c4ccc(S(=O)(=O)N(C)C)cc4)n3)c2C)cc1	-21.9%	0.0%	53.8%	3.4%	37.4%	-8.5%	15.1%	8.4%	9.9%
Cc1ccc(OCCNCc2ccccc2)c(C)c1	42.3%	-0.1%	6.0%	-2.5%	-1.1%	1.1%	-1.2%	-1.9%	-0.2%
COc1ccc(NC(=O)Nc2ccc3c(c2)CCC3)cc1	-41.5%	-0.1%	13.4%	-19.2%	1.2%	-5.4%	5.1%	15.0%	7.8%
CCOC(=O)C1CCN(C(=O)CSCCSCC(=O)N2CCC(C(=O)OCC)CC2)CC1	11.5%	0.6%	18.8%	2.3%	-3.2%	-7.4%	-2.8%	1.1%	-5.1%
COc1ccc(NC(=O)C(c2cc3c(cc2[N+](=O)[O-])OCO3)N2CCN(C=O)CC2)cc1 (configuration not stated)	-23.4%	-0.2%	-15.5%	2.3%	21.3%	-4.7%	-0.1%	3.7%	-0.8%
Cc1cccc(NC(=S)N(Cc2cccc(Br)c2)CC2CCC(C(=O)O)CC2)c1 (configuration not stated)	-23.8%	0.1%	-22.3%	-1.8%	2.6%	-7.8%	1.6%	0.6%	5.1%
COc1ccc2[nH]cc(CC(=O)O)c2c1	-11.3%	-0.1%	0.8%	-47.9%	4.2%	-9.2%	-2.7%	-4.7%	5.3%
Cc1ccc(C2CC(=O)NC(SCC(N)=O)=C2C#N)s1 (configuration not stated)	1.6%	-0.3%	28.0%	7.3%	5.6%	-2.9%	6.0%	2.1%	-4.4%

Among those listed so far, 2 contain a CF3 group.
SMILES	NOD1 NF-kB reporter	GPR55 beta-arrestin	AID2073	KOR beta-arrestin-1	HIV fusion peptide	GPR35 arrestin U2OS	SIAH1 antagonists	GPR55 LPI antagonism	KOR beta-arrestin-2
O=C(Cn1cnc([N+](=O)[O-])c1)Nc1ccccc1C(F)(F)F	-7.9%	-0.1%	6.1%	-24.5%[20 µM]	-1.2%	-1.3%	-6.2%	-16.3%	1.6%
Cc1cc(C(F)(F)F)nc(SCC(=O)Nc2ccccc2)n1	-10.7%	-0.2%	1.9%	-22.9%	-0.5%	-15.4%	-3.0%	6.4%	-0.5%

New compounds follow
SMILES	NOD1 NF-kB reporter	GPR55 beta-arrestin	AID2073	KOR beta-arrestin-1	HIV fusion peptide	GPR35 arrestin U2OS	SIAH1 antagonists	GPR55 LPI antagonism	KOR beta-arrestin-2
N/C(=N\OC(=O)COc1ccc2ccccc2c1Br)c1cccnc1	-48.1%	0.4%	18.2%	-40.0%	0.9%	-6.9%	5.2%	-5.0%	-8.2%
Cn1c(Cn2nnc3ccccc32)nnc1SCC(=O)NCc1ccc2c(c1)OCO2	-11.0%	-0.2%	-0.1%	-7.2%	-0.1%	4.3%	3.0%	3.7%	-2.3%
COc1ccc(NC(=O)c2ccc3c(SCC(=O)O)c4c(nc3c2)CCCC4)c(OC)c1	2.6%	0.2%	-0.8%	-14.7%	10.2%	-6.1%	1.8%	24.7%	1.5%
O=C1CC(C(=O)Nc2ccc(Br)cc2)C2(CCCC2)O1 (configuration not stated)	-19.2%	-0.1%	-3.3%	-37.0%	0.4%	-3.9%	-5.4%	4.0%	3.5%
CN(C)CCCNC(=O)N1c2ccccc2C=Cc2ccccc21	-9.4%	-0.2%	-2.6%	-21.5%[20 µM]	0.0%	2.8%	-0.9%	5.0%	1.9%
NS(=O)(=O)c1ccc(C(=O)O)cc1	-36.6%	-0.2%	2.5%	-16.0%	0.0%	8.3%	12.8%	3.6%	2.8%
CSc1ccccc1C(=O)NCCSc1ccccc1	-13.8%	0.3%	-6.2%	-13.6%	0.2%	4.1%	1.8%	4.9%	2.6%

A portion of the library; count on the stated rates, not on these rows.
